ATXN2 expr inh: inhibitors of ATXN2 expression; HEK-293 ATXN2-luciferase reporter, luminescence, 24 h; Potency, µM (top dose mostly 57 µM), for the others: top-dose activity change, negative = inhibition, actives largely listed as inhibitors; hit rate 0.72% among 360,000; AID 1745845; note: potency is the fitted concentration of half-maximal effect; % is set by controls: 0 for no effect and ±100 for the full control effect; nearly all actives have a fitted effect of over 55% in size
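qHTS (up to 57 uM final) was run with 24 h compound exposure of reporter cells at 37 °C. Each well was multiplexed: SteadyGlo luminescence measured ATXN2-luciferase expression after a fluorogenic Gly-Phe-AFC viability readout (25 uM final).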
IL1B secr inh: inhibitors of inflammasome signaling (IL-1 beta secretion); THP-1 LPS/ATP IL-1B secretion, AlphaLISA, 16 h; hits give low values; activity change, % at 57.5 µM; hit rate 4.7% among 360,000; AID 743279; in the data active = activity change below about -50%; inconclusive = mostly about -30% to -49%; note: % is set by controls: 0 for no effect and ±100 for the full control effect
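Secreted IL-1B measured by AlphaLISA bead assay after 16 h compound exposure of THP-1 cells; compounds (final up to 57.5 uM) added 1 h before LPS (250 ng/mL) and ATP (1.25 mM) stimulation; lower signal means less secretion.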
SW480 rereplic: induces DNA re-replication in SW480 colon adenocarcinoma cells. AID 624297. SW480 DNA re-replication, Hoechst DNA content imaging, 48 h. hit rate 1.8% among 340,000. Potency, µM (highest dose often 46.1 µM), without a hit: top-dose re-replication activation, usual class: activators; note: potency is the fitted concentration of half-maximal effect; % of control where 0% means no effect; nearly all actives have a fitted effect of over 55% in size
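SW480 cells exposed to compounds for 48 hr at 37 C, 5% CO2, then Hoechst-stained 40 min. Nuclear DNA content imaged by fluorescence scanning (405 nm excitation, 500-530 nm emission); re-replication scored as increased high-intensity nuclei.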
S2 tox: reduces viability in counter-screen for ATXN expression inhibitors | Potency, µM (highest dose often 56.7 µM), usual class: cytotoxic | S2 cells (HEK-293 line with an ATXN2-luciferase reporter) viability, CellTiter-Fluor protease fluorescence, 24 h | AID 651635 | hit rate 0.49% among 400,000; note: potency is the fitted concentration of half-maximal effect; nearly all actives have a fitted effect of over 40% in size
MCF10A rerep: DNA re-replication induction in MCF 10a cells; MCF 10A DNA re-replication, Hoechst nuclear intensity, 48 h; Potency, µM (series often up to 46.1 µM), for inactives: at the top dose activity, positive = re-replication, hits mostly activators; hit rate 2.9% among 350,000; note: potency is the fitted concentration of half-maximal effect; % of control where 0% means no effect; nearly all actives have a fitted effect of over 50% in size
KB-V1 MDR tox: KB-V1 MDR subline cytotoxicity; KB-V1 MDR cells viability, CellTiter-Glo, 72 h; Potency, µM (doses to about 46.1 µM), inactives show at the highest dose activity change, negative = cytotoxicity, most hits filed as cytotoxic; hit rate 3.4% among 400,000; note: potency is the fitted concentration of half-maximal effect; % is set by controls: 0 for no effect and ±100 for the full control effect; nearly all actives have a fitted effect of over 60% in size
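In this primary screen, KB-V1 cells overexpressing P-gp are incubated with library compounds (lowest to highest concentration) for 72 h at 37 degrees C before a luminescent ATP viability read.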
HT1080NT lethal: kills 2HG-producing HT-1080-NT fibrosarcoma cells. HT-1080-NT fibrosarcoma viability, CellTiter-Glo ATP luminescence, 48 h. hit rate 1.6% among 360,000. Potency, µM (doses to about 46.1 µM), for inactives: top-dose activity, negative = less viability, actives largely listed as cytotoxic;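 note: NT is the 2HG producing partner of a matched IDH1 knockdown line; potency is the fitted concentration of half-maximal effect; 0% = DMSO-treated cells and -100% = media-only wells without cells; nearly all actives have a fitted effect of over 55% in size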
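HT-1080-NT; 750 cells/well; 5% FBS RPMI; 48 h compound, 37 degrees C; CellTiter-Glo luminescence; curve fitting and curve-class assignment.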
HT1080 IDH1KD tx: toxicity to HT-1080 IDH1 knockdown cells (counter line); HT-1080 IDH1 knockdown viability, ATP luminescence, 48 h; Potency, µM (doses to about 46.1 µM), without a hit: top-dose activity, negative = toxicity, hits mostly cytotoxic; hit rate 2% among 360,000; AID 686971;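 note: potency is the fitted concentration of half-maximal effect; 0% = DMSO wells and -100% = cell-free medium wells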
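After a 2 h attachment period, IDH1KD HT-1080 cells took pin-transferred compound for 48 h at 37 °C; ATP-based luminescence after 10 min room-temperature reagent incubation reported viability.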
KB-3-1 cytotox: KB-3-1 parental cell cytotoxicity; KB-3-1 viability, CellTiter-Glo ATP luminescence, 72 h; Potency, µM (series often up to 46.1 µM), inactives show top-dose activity change, negative = cytotoxic, most hits filed as cytotoxic; hit rate 1.4% among 400,000; AID 1347075; note: potency is the fitted concentration of half-maximal effect; % is set by controls: 0 for no effect and ±100 for the full control effect; nearly all actives have a fitted effect of over 60% in size
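KB-3-1 parental drug-naive adenocarcinoma cells in DMEM/10% FBS, incubated 72 h at 37 C with pin-transferred compounds across a concentration series. Viability by CellTiter-Glo luminescence; concentration-response curves fitted after normalization.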
An asterisk follows results filed as active; i = inactive; ? = inconclusive; / = no result given; & = joins results of further samples; [ ] = remark or other dose. Unless noted, calls come from the whole dose curve; as a rule, active = well fitted curve in the direction sought with a large enough effect; inconclusive = small, poorly fitted or top-dose-only effect, or another doubt; inactive = no such curve, though single readings can be large; an effect the other way counts as inactive or inconclusive.

SMILES	ATXN2 expr inh	IL1B secr inh	SW480 rereplic	S2 tox	MCF10A rerep	KB-V1 MDR tox	HT1080NT lethal	HT1080 IDH1KD tx	KB-3-1 cytotox
CCCOc1ccc(S(=O)(=O)Nc2ccccn2)c2ccccc12	-5%	13	1%	i	-3%	?	1%	-2%	-5%
CCC1(CC)NC(=O)N(CC(=O)OCC(=O)NC(=O)c2ccccc2OC)C1=O	-18%	5	-118%[inhibitor]	i	-25%	28%	16%	16%	17%
CCN1C(=O)[C@@H]2[C@H](C1=O)[C@@H]1C(=O)Nc3ccccc3C(=O)N1[C@@H]2c1ccc(Br)cc1	4%	33	0%	i	6%	-5%	8%	7%	9%
CC(/C=C/c1cccc([N+](=O)[O-])c1)=N/NC(=O)c1cccnc1	-5%	-14	7%	i	16%	?	9%	3%	-6%
COc1ccc(C(O)c2nc(-c3cccc(F)c3)cs2)cc1 (stereo unspecified)	7%	-93*	/	i	/	-15%	-24%	-13%	0%
CCOC(=O)c1c2n(c3c(NCc4ccccc4)ncnc13)CCCC2	-9%	-26	-9%	i	10%	?	-21%	-19%	-12%
O=C1N/C(=N/O)S/C1=C/c1cccnc1	8%	-10	-12%	i	4%	22%	4%	8%	2%
CCOC(=O)Cn1nc(C)c(NC(=O)COc2ccc(C)c(C)c2)c1C	-14%	4	-3%	i	-2%	-1%&2%	-1%	13%	1%&8%
CC(NC(=O)c1ccc(F)cc1)C1CC2CCC1C2 (stereo unspecified)	5%	-6	-12%	i	0%	-20%	5%	13%	13%
NS(=O)(=O)c1ccc(CCNC(=O)C(=O)NCC2OCCN2S(=O)(=O)c2cc(F)ccc2F)cc1 (stereo unspecified)	3%	5	2%	i	-2%	16%	0%	8%	4%
O=C(CSc1nnc(COc2ccc3c(c2)CCCC3)o1)Nc1ccc(F)cc1	9%	-2	12%	i	9%	9%	-3%	-1%	0%
Cc1ccc(C)c(S(=O)(=O)NC(Cc2c[nH]c3ccccc23)C(=O)O)c1 (stereo unspecified)	2%	5	0%	i	9%	-1%	21%	6%	?
O=C(O)CC(c1ccc(C(F)(F)F)cc1)N1Cc2ccccc2C1=O (stereo unspecified)	/	31	9%	i	0%	-11%	0%	5%	3%
CC(C)/C=C/C(=O)N1CCC(N2CCC(C(=O)NCC3CCCO3)CC2)CC1 (stereo unspecified)	/	?	/	i	/	0%	0%	-1%	-6%
COc1ccccc1N1CCN(C(=O)c2ccccc2NC(=O)C2CCCCC2C(=O)O)CC1 (stereo unspecified)	-1%	6	7%	i	-5%	-2%	9%	1%	-9%
COc1ccc(-c2nc3c4ccccc4n(CC(=O)N4CCN(c5ccccc5F)CC4)c(=O)n3n2)cc1	5%	/	/	i	/	0%	/	/	-3%
O=C(O)COc1ccccc1/C=N/NC(=O)CNC(=O)c1ccc(F)cc1	7%	-13	18%	i	-1%	15%	6%	6%	2%
CC(/C=C1\SC(=S)N(NS(=O)(=O)c2ccccc2)C1=O)=C\c1ccccc1	3%	-11	3%	i	1%	19%	-6%	-17%	15%
COc1ccc(-c2[nH]ncc2CNC(C)c2cn(C)nc2C)c(F)c1 (stereo unspecified)	/	-4	-6%	/	-4%	-23%	-5%	1%	-12%
Cc1cccc(NNC(=O)C(=O)NNc2cccc(C)c2)c1	/	8	-7%	i	6.5µM*	1%	?	5.2µM*	?

Individual results from above:
CC(/C=C1\SC(=S)N(NS(=O)(=O)c2ccccc2)C1=O)=C\c1ccccc1 in ATXN2 expr inh: 3%
CCC1(CC)NC(=O)N(CC(=O)OCC(=O)NC(=O)c2ccccc2OC)C1=O in HT1080NT lethal: 16%

Continuation:
SMILES	ATXN2 expr inh	IL1B secr inh	SW480 rereplic	S2 tox	MCF10A rerep	KB-V1 MDR tox	HT1080NT lethal	HT1080 IDH1KD tx	KB-3-1 cytotox
Cc1ccc(/C=N/NC(=O)c2ccc(-c3ccccc3)cc2)o1	?	-8	-6%	i	?	?	-24%	-15%	-15%
O=C(Nn1cnnc1)c1cc2c(s1)CCCC2	6%	16	0%	i	7%	8%	1%	13%	-2%
CN(C(=O)COC(=O)c1sc2ccccc2c1Cl)C1CCCCC1	4%	-12	-1%	i	0%	-12%	7%	-1%	6%
O=S(=O)(c1ccccc1)c1nnn2c1nc(NCc1ccccc1)c1cc(Cl)ccc12	8%	/	/	i	/	-12%	/	/	12%
CN1CCN(c2ccccc2NS(=O)(=O)c2ccc3c(c2)CCN3C(=O)C2CCC2)CC1	-12%	-9	0%	i	18%	-13%	-27%	?	?
COc1nnc(-c2ccc(N3CCCCC3)c(NC(=O)COc3ccccc3)c2)c2ccccc12	6%	10	-1%	i	3%	6%	13%	10%	16%
Brc1ccc2nc(N3CCCC3)sc2c1	52%[activator]	33	-14%	i	?	?	-19%	-25%	24%
O=C(CNC(=S)N(Cc1ccccc1)Cc1cccnc1)NC1CCCC1	9%	-9	4%	i	22%	-41%	-3%	1%	-3%
CN(C)C(=O)CCc1ccc2c3c([nH]c2c1)[C@]1(C)[C@@H](C(=O)N2CCOCC2)C[C@H](CC(=O)NCCCn2ccnc2)C(=O)N1CC3	1%	12	-17%	i	-2%	0%	13%	13%	0%
COCCNC(=S)Nc1cccc2cnccc12	?	22	2%	i	4%	4%	8%	9%	10%
O=C(Nc1ccc(N2CCN(Cc3ccccc3)CC2)cc1)c1ccco1	20%	-17	-2%	?	1%	/	-3%	8%	/
O=[N+]([O-])c1ccc(-c2nc(NCc3cccnc3)c3ccccc3n2)cc1	13%	22	?	i	16%	4%	-1%	-1%	-16%
O=C(NC1CCCc2ccccc21)c1ccccn1 (stereo unspecified)	-6%	42	-19%	i	?	-5%	24%	-1%	5%
CN1CCc2[nH]c3ccc(C(=O)NN)cc3c2C1	0%	2	5%	i	-8%	18%	7%	3%	12%
CCOc1ccc(C(=O)C(CN2CCOCC2)c2ccccc2)cc1 (stereo unspecified)	28µM*	-95*	5.2µM*	/	7.3µM*	?	-9%	9.2µM*	?
COc1ccc(NC(=O)CN(C)C(=O)CSCc2ccc(C)cc2)cc1	4%	-4	-3%	i	-3%	?	2%	1%	1%
COc1ccc(-c2ccc3c(=O)cc(-c4ccsc4)oc3c2)cn1	-34%	-4	?	?	?	-3%	-11%	6%	20%
CCOC(=O)C1=C(c2ccccc2)NC(SC)=C(C#N)C1c1ccco1 (stereo unspecified)	-3%	1	4%	i	1%	?	3%	-6%	6%
Cc1cc(C)cc(NC(=O)Nc2nnc(N(C)C3CCCCC3)s2)c1	3%	/	/	i	/	-21%	/	/	-1%
Cc1c(NC(=O)Nc2cccc(F)c2)c(=O)n(-c2ccccc2)n1C	13%	-5	5%	i	-5%	23%	18%	9%	10%
CCCCOc1ccc(CN=C(N)N)cc1Cl	/	-74*	20%	i	?	-24%	?	?	?
Cc1cccc(C)c1Cn1c(C)c(C(=O)NCc2ccccc2C(F)(F)F)sc1=O	3%	-17	/	i	/	-48%	5%	3%	-9%
O=C(c1ccccc1)c1cc2ccc(O)cc2oc1=O	11%	-9	-2%	?	3%	-21%	?	?	-7%
O=C(NCc1ccccc1)c1ccc(-c2ccc(F)cc2)o1	6%	10	-9%	i	16%	18µM*	-2%	-14%	8%
NNC(=O)C1CCCN1S(=O)(=O)c1ccc(Cl)cc1 (stereo unspecified)	?	-6	-6%	i	4%	8%	2%	4%	5%
CCSc1nnc(NC(=O)c2cc(-c3ccccc3O)n[nH]2)s1	-10%	4	-1%	i	-4%	25%	9%	0%	-2%
CC12CCC(=O)N1C(C(=O)Nc1cc(Cl)ccc1N1CCOCC1)CS2 (stereo unspecified)	-6%	-5	-1%	i	12%	-21%	-2%	-9%	-5%
O=C(O)c1c(C(=O)O)c(-c2ccc(Br)cc2)n2c1CSC2	/	-5	-6%	i	-8%	5%	11%	7%	5%

In the list so far, eight have an aryl methoxy group:
SMILES	ATXN2 expr inh	IL1B secr inh	SW480 rereplic	S2 tox	MCF10A rerep	KB-V1 MDR tox	HT1080NT lethal	HT1080 IDH1KD tx	KB-3-1 cytotox
CCC1(CC)NC(=O)N(CC(=O)OCC(=O)NC(=O)c2ccccc2OC)C1=O	-18%	5	-118%[inhibitor]	i	-25%	28%	16%	16%	17%
COc1ccc(C(O)c2nc(-c3cccc(F)c3)cs2)cc1 (stereo unspecified)	7%	-93*	/	i	/	-15%	-24%	-13%	0%
COc1ccccc1N1CCN(C(=O)c2ccccc2NC(=O)C2CCCCC2C(=O)O)CC1 (stereo unspecified)	-1%	6	7%	i	-5%	-2%	9%	1%	-9%
COc1ccc(-c2nc3c4ccccc4n(CC(=O)N4CCN(c5ccccc5F)CC4)c(=O)n3n2)cc1	5%	/	/	i	/	0%	/	/	-3%
COc1ccc(-c2[nH]ncc2CNC(C)c2cn(C)nc2C)c(F)c1 (stereo unspecified)	/	-4	-6%	/	-4%	-23%	-5%	1%	-12%
COc1nnc(-c2ccc(N3CCCCC3)c(NC(=O)COc3ccccc3)c2)c2ccccc12	6%	10	-1%	i	3%	6%	13%	10%	16%
COc1ccc(NC(=O)CN(C)C(=O)CSCc2ccc(C)cc2)cc1	4%	-4	-3%	i	-3%	?	2%	1%	1%
COc1ccc(-c2ccc3c(=O)cc(-c4ccsc4)oc3c2)cn1	-34%	-4	?	?	?	-3%	-11%	6%	20%

Compound activity: PubChem, National Center for Advancing Translational Sciences (NCATS)
